S3 lipid droplet: qHTS Assay for Lipid Storage Modulators in Drosophila S3 Cells. Drosophila S3 cells, BODIPY lipid droplet fluorescence, 18-24 h; cells fed with added oleic acid. 320,000 tested, 0.64% active. Potency in µM for hits, for the others lipid storage change, negative = inhibition, % at the top dose, mostly 46.1 µM; active means well fitted inhibition curve with a large enough effect in the signal ratio, with a control signal flat, not every such curve was filed as active; inconclusive means small, poorly fitted or top-dose-only effect, or effect the other way, or a change in a side signal; the % refers to the signal ratio
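Drosophila S3 cells loaded with oleic acid (400 uM, as added) and compounds at several concentrations; lipid droplets imaged by 488-nm laser-scanning cytometry, 500–530 nm intensity and object ratio to cell channel. Percent activity normalized to 20 uM Triacsin C.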
S3 lipid droplet cell count max: also measured in S3 lipid droplet; calls as there; cell number change, %; measured here: cell count max response;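 cells counted by Cell Tracker Red CMTPX staining in the red channel; peak over a dose series mostly up to 46.1 µM; percent activity relative to internal control wells on each plate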
The depositor's hits bear a star; i = inactive; u = inconclusive; x = not tested or not shown. On the % scale 0 is the no-effect control and ±100 the full control effect; potency means the concentration at half of the fitted maximal effect.

Results follow in this order: S3 lipid droplet | S3 lipid droplet cell count max
- CC1CCCCC1N1CN=C(Nc2nc3ccccc3s2)NC1 (stereo not drawn)
→ 2% | 5
- O=C(NC1CCCCC1)C(=S)N1CCOCC1
→ -6% | x
- Cc1cc(NC(=O)C2CC(=O)N(c3cccc(Cl)c3)C2)no1 (stereo not drawn)
→ u | x
- O=C(CSc1nccc(-c2cccs2)n1)Nc1ccc(Cl)cc1
→ -4% | 4
- O=C(c1cc(-c2ccc(O)cc2)on1)N1CCCCCC1
→ i | 15
- O=C(CCC1CCCCC1=O)c1ccccc1 (stereo not drawn)
→ u | x
- CCCCNC(=O)c1cc([N+](=O)[O-])[nH]n1
→ -4% | -3
- CC(Oc1ccccc1)C(=O)N1CCN=C1SCc1ccccc1 (stereo not drawn)
→ u | x
- CCOC(=O)N1CCN(S(=O)(=O)c2ccc(F)c(C(=O)Nc3cccc(Cl)c3C)c2)CC1
→ 4% | 16
- O=C(CN1C(=O)c2cccc3cccc(c23)C1=O)NCCCO
→ u | x
- CCOc1ccccc1NC(=O)C(NCC1CCCCC1)c1ccccc1 (stereo not drawn)
→ i | x
- COc1ccc2sc(NC(=O)CC(C)C)nc2c1
→ u | x
- COc1ccc(NC(=O)CSCC(=O)N2CCN(C(=O)c3ccco3)CC2)cc1
→ u | x
- O=S(=O)(Nc1ccccc1)c1ccc(NS(=O)(=O)c2c(F)cccc2F)cc1
→ u | x
- O=C(CCCN1C(=O)CCC1=O)Nc1ccc2c(c1)OCCO2
→ 25% | 1
- Cc1cc(C)c(C)c(OCC(=O)O/N=C(\N)c2ccccn2)c1
→ u | x
- CC(=O)Oc1c(S(=O)(=O)c2ccc(C)cc2)c(C)nn1-c1ccccc1
→ -12% | 2
- Cc1ccc2cc(C#N)c(SCC(=O)NCC3CCCO3)nc2c1C (stereo not drawn)
→ u | x
- O=C(COc1ccccc1)Nc1nc2cc3c(cc2s1)OCCO3
→ u | x
- O=C(Nc1ccc2c(c1)OCCO2)C1CCN(C(=O)c2ccc(Br)cc2)CC1
→ u | x
- O=C(O)c1cccc(S(=O)(=O)NNc2ccccc2C(F)(F)F)c1
→ u | x
- CCOc1ccc(-c2nc(C#N)c(N3CCN(Cc4ccccc4)CC3)o2)cc1
→ u | x
- COC(=O)c1cc(CNC(=O)c2cccc(Cl)c2Cl)ccc1OC
→ u | x
- COc1cc(C(=O)OCC(=O)c2cc(C)n(C)c2C)cc(NC(=O)c2ccco2)c1OC
→ u | x
- Cc1cccc(OCCCn2c(=O)sc3ccccc32)c1
→ -19% | -6
- CCOC(=O)c1[nH]c2ccccc2c1NC(=O)NC1CCCCC1
→ u | x
- Nc1c(Cl)cc(C2=NCCn3nc4cc(C(F)(F)F)ccc4c32)cc1Cl
→ u | x
- COc1cc(/C=C/C(=O)O)cc(S(=O)(=O)NC2CC2)c1OC
→ u | x
- O=C(O)c1cc(-c2ccc(/C=N/N3C(=O)C4C5C=CC(CC5)C4C3=O)o2)ccc1Cl (stereo not drawn)
→ 0% | x
- O=S(=O)(NCCc1ccncc1)c1ccc(F)cc1
→ i | 13
- COc1ccc(Oc2ccc(C(F)(F)F)cc2NC(=O)c2ccc(F)cc2)cc1
→ u | x
- Cc1cc(C)nc(-n2nc(C)cc2NC(=O)c2cccc(S(=O)(=O)N3CCCCC3)c2)n1
→ u | x
- CC(C)CCN1CC(C(=O)NCc2ccccc2)CC1=O (stereo not drawn)
→ u | x
- Cc1cccc(NC(=O)CN2C(=O)N/C(=C/c3cc(C)n(C(C)C)c3C)C2=O)c1
→ u | x
- Nc1c(C(=O)Nc2cccc(C(=O)O)c2)sc2nc3c(cc12)CCCC3
→ u | x
- O=C(NC1CCCCC1)C1CCCN(S(=O)(=O)c2cnc[nH]2)C1 (stereo not drawn)
→ -7% | 2
- CCN(CC)CCN(Cc1cc2cc3c(cc2[nH]c1=O)OCO3)C(=S)NCC(C)C
→ i | 18
- O=C(NCC1CCCO1)C1CC(c2ccc(Cl)c(Cl)c2)=NO1 (stereo not drawn)
→ 13% | -5
- O=C(NCCc1ccc2c(c1)OCCO2)c1ccccn1
→ u | x
- CS(=O)(=O)Nc1ccccc1C(=O)OCC(=O)N1CCC(c2ccccc2)=N1
→ 0% | -8

Some of the entries so far, as labelled records:
> CCOc1ccc(-c2nc(C#N)c(N3CCN(Cc4ccccc4)CC3)o2)cc1
- S3 lipid droplet = u
- S3 lipid droplet cell count max = x

> COC(=O)c1cc(CNC(=O)c2cccc(Cl)c2Cl)ccc1OC
- S3 lipid droplet = u
- S3 lipid droplet cell count max = x

> COc1cc(C(=O)OCC(=O)c2cc(C)n(C)c2C)cc(NC(=O)c2ccco2)c1OC
- S3 lipid droplet = u
- S3 lipid droplet cell count max = x

> Cc1cccc(OCCCn2c(=O)sc3ccccc32)c1
- S3 lipid droplet = -19%
- S3 lipid droplet cell count max = -6

Next results
Results follow in this order: S3 lipid droplet | S3 lipid droplet cell count max
- CCOC(=O)c1c(C2CC2)csc1NC(=O)COC(=O)c1ccc[n+]([O-])c1
→ 16% | -6
- COc1ccccc1CNC(=O)Cn1c(=O)oc2cc(S(=O)(=O)N3CCCC3)ccc21
→ -12% | -11
- CCOc1ccc(C(=O)COC(=O)Cc2n[nH]c(=O)c3ccccc23)cc1
→ -4% | 23
- CCN1CCN(c2nnc(-c3ccccc3)c3ccccc23)CC1
→ u | x
- NC(=S)c1cc2cc(Cl)ccc2oc1=O
→ u | x
- O=C(NCCc1ccccc1)c1ccncc1
→ 14% | -2
- COc1ccc(Cl)cc1NC(=O)CN(C)Cc1ccc(OC)c(OC)c1
→ u | x
- Cc1ccc(S(=O)(=O)Nc2ccc(Cl)cc2C(=O)c2ccc(F)cc2)cc1
→ -3% | -8
- O=C(Nc1cccc(Cl)c1)c1nc[nH]c1C(=O)N1CCN(c2ccccc2)CC1
→ u | x
- CN(C)S(=O)(=O)c1ccc(Cl)c(NC(=O)COC(=O)CC(NC(N)=O)c2ccc(Cl)cc2)c1 (stereo not drawn)
→ u | x
- O=C(N/N=C/c1cnc(N2CCCCC2)s1)c1ccc(Cl)cc1
→ -10% | 0
- Cc1cccc(CCNC(=O)Cc2ccc(NC3=NC4CS(=O)(=O)CC4S3)cc2)c1 (stereo not drawn)
→ 15% | -18
- COCC(=O)Oc1c(S(=O)(=O)c2ccc(C)cc2)c(C)nn1-c1ccccc1
→ -16% | -4
- Clc1ccc(OCc2nn3c(-c4ccncc4)nnc3s2)cc1
→ 21% | -1
- COc1ccc(NC(=O)CSc2ccc(-c3ccco3)nn2)cc1
→ u | x
- O=c1[nH]c(Cc2ccccc2)nc2ccccc12
→ 15% | 14
- Cc1cc(C)cc(NC(=S)N2CCC(NC(=O)c3ccccc3C)CC2)c1
→ u | x
- NNC(=O)CNC(=O)c1ccccc1F
→ i | x
- Cc1ccc(N2CCN(S(=O)(=O)N(C)C)CC2)c(C)c1
→ i | x
- CCN(CC)C(=O)CSc1nnc(-c2ccccn2)n1-c1ccc(C)c(C)c1
→ 22% | -10

Further records.
Molecule | S3 lipid droplet | S3 lipid droplet cell count max
O=C(Nc1cccnc1)c1ccc(COc2ccccc2Br)o1 | u | x
Cc1ccc(C(=O)N/C(=C\c2cn(C)c3ccccc23)C(=O)N2CCN(C)CC2)cc1 | u | x
O=C(COC(=O)CNS(=O)(=O)c1c(Cl)cccc1Cl)Nc1ccccc1Sc1ccccc1 | u | x
CCOC(=O)c1nn(-c2sc(C(=O)OC)c(C)c2C(=O)OC)cc1O | i | x
CCC1=C/C(=C/N(C)c2ccccc2)C(=O)S1 | u | x
c1ccc(-c2cc(N3CCCCC3)c3ccccc3n2)cc1 | u | x
CN(CC(=O)Nc1nc2ccccc2s1)S(=O)(=O)c1ccccc1 | u | x
COCc1cc(C)n(CC(=O)Nc2cccc(C)c2)c(=O)c1C#N | u | x
O=C(OCC(=O)N1CCN(c2ccccc2)CC1)c1nc(Cl)ccc1Cl | i | x
O=C(CN1C(=O)C2C3C=CC(C4CC34)C2C1=O)Oc1ccccc1 (stereo not drawn) | u | x
CCOC(=O)/C(C#N)=C\C=C1C=CN(C)C=C1 | -14% | 6
CC(C)(C)c1ccc(OCC(=O)N2CCCCCC2)c(Br)c1 | u | x
Cc1occc1C(=O)NCc1cccs1 | 5% | 10
Cc1[nH]n(-c2ccccc2)c(=O)c1/C=N/O | -8% | -7
CC(=O)Nc1ccc(NC(=O)C(c2ccccc2)c2ccccc2)cc1 | u | x
Cc1cccc(CCNC(=O)CCS(=O)(=O)c2cc3c(cc2Cl)NC(=O)CO3)c1 | u | x
CN(C)c1ccc(-c2nnc(-c3cccs3)o2)cc1 | 3% | 2
c1ccc(-c2ccc(C3=Nn4c(Cn5nnc6ccccc65)nnc4SC3)cc2)cc1 | -3% | -16
Cc1nnc(SCC(=O)n2c3c(c4ccccc42)CCCC3)s1 | u | x
CCOc1ccc(-c2nnn(CC(=O)Nc3ccccc3OC)n2)cc1OCC | u | x

One compound at a time, as listed above:
`Cc1cccc(NC(=O)CN2C(=O)N/C(=C/c3cc(C)n(C(C)C)c3C)C2=O)c1` reads S3 lipid droplet: u; S3 lipid droplet cell count max: x
`Cc1ccc2cc(C#N)c(SCC(=O)NCC3CCCO3)nc2c1C` (stereo not drawn) reads S3 lipid droplet: u; S3 lipid droplet cell count max: x
`Cc1ccc(S(=O)(=O)Nc2ccc(Cl)cc2C(=O)c2ccc(F)cc2)cc1` reads S3 lipid droplet: -3%; S3 lipid droplet cell count max: -8

Going on with the list.
Molecule | S3 lipid droplet | S3 lipid droplet cell count max
COc1ccc(NC(=O)c2sccc2C)c([N+](=O)[O-])c1 | u | x
C=C(C)C1CC=C(C)/C(=N/NC(=O)CNc2ccc(OCC)cc2)C1 (stereo not drawn) | u | x
Cc1ccc(C(=O)N/N=C/c2c[nH]c3ccccc23)o1 | u | x
Cc1ccccc1S(=O)(=O)Nc1nc2ccccc2nc1N1CCOCC1 | i | -4
O=C(OCc1nc2scc(-c3ccccc3)c2c(=O)[nH]1)c1cc([N+](=O)[O-])ccc1Cl | u | x
O=C(Nc1cccnc1)c1ccc2c(c1)OCO2 | i | x
CCOC(=O)c1cnc(SC)nc1N1CCCC1 | i | x
Cc1cc(C)c2nc(NNC(=O)c3ccc(S(=O)(=O)N4CCc5ccccc5C4)cc3)sc2c1 | -3% | -15
COc1ccccc1N1CCN(C(=O)Nc2ccc([N+](=O)[O-])cc2)CC1 | u | x
COc1cccc(N2C(C(C)=O)=NN(c3ccccc3)C2c2ccc(N3CCOCC3)cc2)c1 (stereo not drawn) | 11% | x
COc1cc(/C=N/NC(=O)c2ccncc2)ccc1Oc1ccc([N+](=O)[O-])cn1 | 5% | 11
Cc1cccc(CCNC(=O)C2CCCN(c3cnccn3)C2)c1 (stereo not drawn) | u | x
COc1ccc2c(CCNC(=O)c3ccco3)c[nH]c2c1 | u | x
O=C(c1cc(-c2cccc(O)c2)on1)N1CCCC1 | u | x
CN(C)c1ccc([N+](=O)[O-])cc1C(=O)O | 1% | 17
CCC(CC)C(=O)Nc1nnc(S(=O)(=O)N2CCCC2)s1 | -11% | 17
Cc1ccc(F)cc1CNC(=O)C1CCC(=O)N(C2CC2)C1 (stereo not drawn) | u | x
CC(=O)N(C)c1ccc(NC(=O)C(F)(F)F)cc1 | -2% | -2
Cn1c(=O)c(=O)n(C)c2cc(S(=O)(=O)CCC(=O)Nc3cccc(C(F)(F)F)c3)ccc21 | i | 4
CC(=O)c1ccc(-c2cccs2)s1 | u | x
CC(CCC(=O)O)C1CCC2C3CCC4C[C@H](O)CCC4(C)C3CC(=O)C12C (stereo partly drawn) | -21% | x
Cc1cc(C)nc(-n2nc(C)cc2Nc2ccccc2)n1 | u | x
Cc1ccccc1-c1nnc(SCCOc2ccc3c(C)cc(=O)oc3c2)o1 | u | x
O=C(Nc1cccc(Cl)c1Cl)c1cc(S(=O)(=O)NCCc2ccccc2)ccc1F | u | x
O=C(COC(=O)Cn1cnc2ccccc21)Nc1cccc(S(=O)(=O)N2CCOCC2)c1 | -9% | -1
COc1ccc(NC(=O)C2CCN(S(=O)(=O)c3ccc4c(c3)NC(=O)C(C)S4)CC2)cc1 (stereo not drawn) | i | 2
NC(=O)N(N)c1nc(N2CCCC2)nc(N2CCCC2)n1 | u | x
COc1ccc(C2=CC(c3ccc(OC)c(OC)c3)NC(=S)N2)cc1 (stereo not drawn) | u | x
CCc1ccc(NC(=S)NC(=O)CC(C)C)cc1 | 17% | 11
COC(=O)CC(NC(=O)Nc1ccccc1F)c1ccc2c(c1)OCO2 (stereo not drawn) | i | x
CCOC(=O)C1CCN(C(=O)COC(=O)c2cc(-c3cccs3)nn2-c2ccccc2)CC1 | u | x
O=C(CCc1ccccc1)NCCSCc1c(F)cccc1Cl | -6% | -11
Cc1c(C(=O)N2CCOCC2)sc2ncn(CC(=O)N3CCC(C)CC3)c(=O)c12 | -6% | -5
CCOC(=O)C1=C(C)OC(N)=C(C#N)C1c1cncc(-c2ccc(F)cc2)c1 (stereo not drawn) | u | x
CCC(C)[C@@H](CN)NCC1(c2ccccc2)CC1 (stereo partly drawn) | u | x
CCN1CCN(CCCNC(=O)c2ccc3c(=O)n(CCc4ccccc4)c(=O)[nH]c3c2)CC1 | i | -8
COC(=O)c1cn(NC(=O)CCC2CCCC2)c(=O)c2ccccc12 | i | x
CC1(C)Cc2nc3oc4c(=O)n(CC(=O)Nc5ccccc5)cnc4c3cc2CO1 | 0% | 7
Cc1c(Cc2ccccc2)c(=O)oc2c(C)c(OCC(=O)Nc3ccc(C#N)cc3)ccc12 | 1% | 0
CCOc1ccccc1C(=O)NC(C)c1ccc2c(c1)OCO2 (stereo not drawn) | u | x
O=C(c1ccco1)N1CCN(Cc2cn[nH]c2-c2ccc(F)cc2F)CC1 | 4% | 5

Screening data (PubChem)

This is a subset; count on the stated rates, not on these rows.
